ERG Ets-DNA blk – inhibitors of human ERG Ets domain-DNA interaction; actives 0.028% (n = 370,000); AID 624246; fluorescence polarization, His-ERG Ets domain / labelled DNA; Potency, µM (series often up to 76.9 µM), for inactives: at the highest dose FP activity, negative = inhibition, hits mostly inhibitors; P11308; active = well fitted inhibition curve with a large enough effect in the polarisation, with a control signal flat; inconclusive = small, poorly fitted or top-dose-only effect, or effect the other way, or a change in a side signal; inactive = no such curve, though single readings can be large or run the other way; the % refers to the polarisation;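 note: polarization taken with two DNA probes labelled with fluorescein and Texas red; potency is the fitted concentration of half-maximal effect; % of control where 0% means no effect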
Target sequence (P11308 whole entry, looked up, the tested form may be a part): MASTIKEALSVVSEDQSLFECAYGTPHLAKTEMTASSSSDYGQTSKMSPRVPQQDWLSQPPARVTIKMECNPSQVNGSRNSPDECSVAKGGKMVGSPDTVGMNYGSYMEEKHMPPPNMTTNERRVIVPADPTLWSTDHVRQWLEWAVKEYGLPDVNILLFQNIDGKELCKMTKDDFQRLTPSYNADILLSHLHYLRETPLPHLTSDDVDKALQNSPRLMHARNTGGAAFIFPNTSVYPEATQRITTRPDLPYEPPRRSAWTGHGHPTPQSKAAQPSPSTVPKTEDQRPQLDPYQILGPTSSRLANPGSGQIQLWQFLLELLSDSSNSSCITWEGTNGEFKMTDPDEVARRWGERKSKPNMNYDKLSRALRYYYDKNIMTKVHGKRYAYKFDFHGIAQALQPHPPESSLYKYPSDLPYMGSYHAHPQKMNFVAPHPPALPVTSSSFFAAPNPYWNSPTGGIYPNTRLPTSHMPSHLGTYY
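His-tagged ERG Ets domain (1 uM in the protein solution; 300mM KCl, 50mM Tris-HCl, 1mM EDTA, 1mM DTT, pH 7.5) received compound, then a probe mix of 5 nM fluorescein-DNA and 100nM Texas-615-DNA. Fluorescence polarization was read for both dyes.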
Pin1 inhibitor – inhibitors of human Pin1. Potency, µM (titrated, usually from 115 µM), for inactives: at the highest dose activity, negative = inhibition, hits mostly inhibitors. Pin1 FP peptide displacement, HiFluor488, 10 min. Q13526. actives 0.009% (n = 390,000). AID 504891; active = well fitted inhibition curve with a large enough effect in the polarisation, with a control signal flat, not every such curve was filed as active; inconclusive = small, poorly fitted or top-dose-only effect, or effect the other way, or a change in a side signal; inactive = no such curve, though single readings can be large or run the other way; the % refers to the polarisation; note: potency is the fitted concentration of half-maximal effect; % is set by controls: 0 for no effect and ±100 for the full control effect
GLS inh – inhibitors of human glutaminase (GLS); actives 0.21% (n = 410,000); GLS enzymatic activity, qHTS titration; Potency, µM (top dose mostly 45.5 µM), inactives show at the highest dose activity change, negative = inhibition, usual class: inhibitors; AID 624170; note: potency is the fitted concentration of half-maximal effect; % is set by controls: 0 for no effect and ±100 for the full control effect
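hKGA in 45 mM KH2PO4 (pH 8.2), 0.02% Tween-20 with compound, then 1mM L-Glutamine (stock as added) plus glutamate oxidase/HRP/Amplex red coupling mix. Fluorescence read initially and after 30 min at RT; signal change reflects glutamate formation.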
HP1b binding inh – HP1-beta chromodomain-methylated histone interaction inhibition. P83916. AlphaScreen HP1-beta / biotin-H3K9me3 peptide binding. Potency, µM (highest dose often 114 µM), inactives show top-dose activity change, negative = inhibition, hits mostly inhibitors. actives 0.56% (n = 390,000). AID 540317; note: potency is the fitted concentration of half-maximal effect; nearly all actives have a fitted effect of over 70% in size; inactives centre near 23
Target sequence (P83916 whole entry, looked up): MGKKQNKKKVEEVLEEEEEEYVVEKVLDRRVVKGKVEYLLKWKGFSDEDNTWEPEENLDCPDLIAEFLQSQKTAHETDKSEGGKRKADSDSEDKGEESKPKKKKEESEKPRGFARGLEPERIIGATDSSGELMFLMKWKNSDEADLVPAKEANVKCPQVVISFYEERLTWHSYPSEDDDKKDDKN
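Compound inhibition of the preformed complex between 50 nM HP1-beta and 50 nM biotinylated H3K9me3 peptide was read by AlphaScreen. Buffer was PBS pH 7.4 with 0.01% Tween-20. Incubations ran 30 min at room temperature, with 10 ug/mL donor/acceptor beads.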
PI4K2A block – blocks human PI4K2A kinase activity; Q9BTU6; purified PI4K2A, ADP-Glo luminescence, 1 h; active compounds read low; activity change, negative = inhibition, % at 76.9 µM; actives 0.13% (n = 420,000); in the data active = activity change below about -50%; inconclusive = mostly about -30% to -49%;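 note: -100% = wells without enzyme as full effect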
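Compounds are screened against recombinant PI4K2A using PI as substrate and ATP, the latter dispensed at 300 microM. Reactions run one hour at ambient temperature before ADP-Glo detection; full inhibition defined by wells lacking enzyme.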
JMJD2A Tudor – inhibitors of human JMJD2A Tudor domain. AlphaScreen JMJD2A-Tudor / H3K4me3 peptide binding. actives 4.4% (n = 390,000). Potency, µM (doses to about 114 µM), without a hit: at the highest dose activity change, negative = inhibition, usual class: inhibitors; note: potency is the fitted concentration of half-maximal effect; % is set by controls: 0 for no effect and ±100 for the full control effect; nearly all actives have a fitted effect of over 50% in size
Tb PGK inh – T. brucei PGK inhibition | P07378 | Potency, µM (series often up to 57.5 µM), for inactives: at the top dose activity change, negative = inhibition, hits mostly inhibitors | actives 0.043% (n = 380,000) | PGK/GAPDH coupled, Kinase-Glo luminescence, 60 min; note: potency is the fitted concentration of half-maximal effect; % is set by controls: 0 for no effect and ±100 for the full control effect; nearly all actives have a fitted effect of over 60% in size
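Recombinant glycosomal PGK reaction used 1,3-bisphosphoglycerate generated in-well by GAPDH (100nM final) in 100mM TEA pH 7.6, 5mM MgCl2, 0.01% Tween-20. After 60 minutes at room temperature, ATP was read by Kinase-Glo Plus luminescence end-point.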
G9a block – G9a (human) methyltransferase inhibition; Potency, µM (series often up to 102 µM), without a hit: at the top dose activity, negative = inhibition, hits mostly inhibitors; G9a H3K9 monomethylation, AlphaScreen, 2 h; actives 8.8% (n = 350,000); Q96KQ7; note: potency is the fitted concentration of half-maximal effect; % is set by controls: 0 for no effect and ±100 for the full control effect; nearly all actives have a fitted effect of over 75% in size
Target sequence (Q96KQ7 913-1193 limits assumed): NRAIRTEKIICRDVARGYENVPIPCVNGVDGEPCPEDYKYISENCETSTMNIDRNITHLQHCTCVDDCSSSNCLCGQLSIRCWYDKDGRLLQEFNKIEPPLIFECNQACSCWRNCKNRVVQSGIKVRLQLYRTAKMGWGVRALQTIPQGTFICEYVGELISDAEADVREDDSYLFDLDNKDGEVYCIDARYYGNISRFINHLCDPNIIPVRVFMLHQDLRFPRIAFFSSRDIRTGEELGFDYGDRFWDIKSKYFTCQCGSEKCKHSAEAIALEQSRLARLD
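Signal arises when biotinylated H3K9 peptide, once monomethylated, bridges streptavidin donor and antibody-captured acceptor beads. Enzyme at 20 nM was preincubated 15 min with test compounds; peptide 500 nM and SAM 20 uM then reacted for 2 h.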
BAZ2B block – blocks human BAZ2B | actives 4.4% (n = 360,000) | Q9UIF8 | AlphaScreen BAZ2B-H3K14Ac peptide displacement | Potency, µM (series often up to 114 µM), inactives show top-dose activity change, negative = inhibition, usual class: inhibitors; note: potency is the fitted concentration of half-maximal effect; % is set by controls: 0 for no effect and ±100 for the full control effect; nearly all actives have a fitted effect of over 60% in size
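Inhibition is scored as reduced AlphaScreen emission. The BAZ2B/b-H3(5-23)K14Ac complex (50 nM each) in PBS pH 7.4, 0.01% Tween-20 meets compound (up to 110 uM) for 30 min at RT before bead addition.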
Starred values were filed as active, the others as inactive; i = inactive; ? = inconclusive; / = not tested or not shown; [ ] = another dose, or the depositor's remark. Unless noted, calls come from the whole dose curve; as a rule, active = well fitted curve in the direction sought with a large enough effect; inconclusive = small, poorly fitted or top-dose-only effect, or another doubt; inactive = no such curve, though single readings can be large; an effect the other way counts as inactive or inconclusive.

no.	ERG Ets-DNA blk	Pin1 inhibitor	GLS inh	HP1b binding inh	PI4K2A block	JMJD2A Tudor	Tb PGK inh	G9a block	BAZ2B block	structure
1	-3%	-2%	7%	19%	3	-16%	5%	-22%	-8%	CC1(C)OC2CCN3C(C(O)COS3(=O)=O)C2O1 (stereo unspecified)
2	-3%	2%	-2%	40%[activator]	-7	-11%	-9%	14%	-1%	CC1(C)Oc2ccccc2OC1(O)c1ccc2ccccc2n1 (stereo unspecified)
3	1%	1%	3%	-9%	8	-6%[11.4 µM]	-10%	-38%	-18%	Cc1ccc(N(Cc2cc3ccc(C)cc3[nH]c2=O)S(C)(=O)=O)c(C)c1
4	5%	0%	1%	35%	5	-15%	2%	-4%	-14%	Cn1c(N)c(C(=O)COC(=O)CCCN2C(=O)c3ccccc3C2=O)c(=O)n(C)c1=O
5	-16%	4%	-2%	9%	2	-15%	1%	-3%	-9%	Cc1ccc2nc(NC(=O)c3ccc(NS(=O)(=O)c4cccs4)cc3)sc2c1
6	-15%	3%	0%	52%[activator]	8	4%	-4%	12%	12%	CC(C)[C@H](NC(=O)Nc1ccccc1F)C(=O)O
7	-6%	-1%	22%	2%	-3	-10%	-8%	13%	-32%[57.1 µM]	COc1cc2cc(C(=O)N3CCN(Cc4ccc5c(c4)OCO5)CC3)[nH]c2cc1OC
8	-1%	1%	4%	21%	-2	-18%	-7%	-11%	-3%	COc1ccc(CNC(=O)CCc2ccc(S(=O)(=O)N3CCCCCC3)cc2)cc1OC
9	11%	-5%	2%	38%	4	2%	0%	-2%[59 µM]	2%	COc1ccc(Cn2ccn(Cc3cccc(C)c3)c(=O)c2=O)cc1
10	-3%	0%	3%	-7%	-1	-14%	-10%	15%	3%	Cc1ccc(S(=O)(=O)N2CCC(C(=O)NCCCN3CCOCC3)CC2)cc1C
11	-5%	-1%	0%	41%[activator]	-2	-4%	9%	3%[12.7 µM]	-1%	Cc1cc(Br)ccc1NC(=O)CNC(=O)c1cnn(C)c1
12	23%	0%	-7%	23%	-5	-2%	-4%	1%[59 µM]	?	COc1ccc(S(=O)(=O)NCCc2csc3nc(-c4ccc(Cl)cc4)nn23)cc1C
13	1%	0%	-2%	32%	-2	-18%	-7%	40µM*	?	CC(C)[C@@H]1NC(=O)c2cc([N+](=O)[O-])cc(I)c2NCCC[C@@H](C(N)=O)NC(=O)[C@H](CO)NC1=O
14	23%	7%	15%	?	-5	40µM*	-7%	28µM*	40µM*	COc1ccc(N=Nc2ccc(N)nc2N)cc1
15	0%	-1%	-9%	61%[activator]	-7	?	5%	15%[59 µM]	4%	CCN(CC)C(=O)CN(c1cccc(OC)c1)S(=O)(=O)c1ccc(C)cc1
16	10%	-1%	2%	25µM*	4	1.6µM*	3%	25µM*	71µM*	O=[N+]([O-])c1ccc(CN2CCSCC2)cc1
17	7%	-7%	-16%	19%	-4	-12%	i	-3%[12.7 µM]	0%	O=C(Oc1ccc(-c2ccccc2)cc1)N1CCOCC1
18	-2%	-1%	1%	26%	-3	-1%	-6%	/	/	CCOC(=O)C1=CN(Cc2cccc(Br)c2)S(=O)(=O)NC1C (stereo unspecified)
19	3%	11%	0%	2%	-15	-34%	7%	-79%	?	O=C(NCCc1ccc(Cl)cc1)C1CCN(C(=O)c2sccc2-n2cccc2)CC1
20	12%	-4%	0%	16%	-1	-13%	/	-6%[0.501 µM]	-17%	CC(CNc1nc2ccccc2n2cnnc12)c1ccccc1 (stereo unspecified)
21	-5%	-1%	1%	71%	-8	24%	-5%	59%[activator]	31%	Cc1cc(Oc2ccc(C(C)(C)C)cc2)nc(N2CCOCC2)n1
22	-1%	-5%	1%	53%[activator]	-6	-2%	4%	/	/	Cc1ccc(C(=O)NCCCn2ccnc2)cc1C
23	12%	1%	2%	36%	0	-5%	5%	/	-28%	CCCc1nc2cc(Cl)c([N+](=O)[O-])cc2o1
24	0%	4%	1%	16%	0	-12%	-4%	3%[12.7 µM]	5%	Cc1nc(SCC#N)c2c3c(sc2n1)CCC3
25	-6%	-3%	13%	34%	-6	-15%	i	15%	-17%	OCCC1CN(Cc2ccc(F)cc2Cl)CCN1CCc1ccccc1 (stereo unspecified)
26	1%	4%	1%	24%	-1	10%	-7%	28%[59 µM]	0%	CC(=O)c1cccc(NC(=O)COC(=O)[C@@H](NC(=O)OCc2ccccc2)C(C)C)c1
27	-10%	-5%	-13%	29%	-1	-5%	i	6%	-16%	CC(C)(C)NC(=O)COC(=O)CCC(=O)c1cccs1
28	-12%	1%	-3%	11%	-2	-1%	-5%	1%[59 µM]	-5%	COc1ccc(C)cc1N(CC(=O)NCCN1CCOCC1)S(=O)(=O)c1ccccc1
29	-2%	-3%	11%	-17%	-6	-20%[11.4 µM]	-1%	-6%	10%	C=CCNC(=O)C(C)Sc1ccc(Cl)cc1 (stereo unspecified)
30	-15%	-1%	-10%	1%	0	-9%	-6%	-1%[59 µM]	4%	Cc1ccc(C)c(NC(=O)c2cc(S(=O)(=O)NCCc3ccccc3)ccc2F)c1
31	-1%	-4%	2%	18%	0	-27%	-9%	4%[59 µM]	-2%	Cc1ccc(CSC2=Nc3ccccc3C3=NC(CC(=O)NC4CCCCC4)C(=O)N23)c(C)c1 (stereo unspecified)
32	2%	3%	-3%	41%	-11	-5%	-21%	3%[59 µM]	-4%	N/C(=N\OC(=O)CCC1CCCC1)c1ccccn1
33	-12%	15%	-6%	18%	9	-13%	-2%	21%[59 µM]	-3%	CCOc1ccccc1OCCCC(=O)N1CCN(S(=O)(=O)c2ccc(C)cc2C)CC1
34	-8%	8%	-1%	6%	-3	?	i	?	-36%	COc1ccc(N(C)S(=O)(=O)c2cccc(C(=O)N3CCN(Cc4ccc5c(c4)OCO5)CC3)c2)cc1
35	4%	2%	0%	21%	0	-10%	2%	-3%[59 µM]	-17%	COc1ccc(OC)c(CNS(=O)(=O)c2cc(-c3onc(C)c3C)ccc2C)c1
36	-12%	6%	2%	-35%	6	?	0%	?	-38%	O=C(CN(Cc1ccccc1)S(=O)(=O)c1ccccc1)N/N=C/c1ccc([N+](=O)[O-])cc1
37	7%	?	0%	24%	-4	-26%	7%	?	-1%	CC1(C)C(=O)Nc2ccccc2N1C(=O)COC(=O)c1cccnc1
38	-3%	-2%	-5%	52%[activator]	4	-1%	19%	?	-4%	CN(C)C(CNC(=O)Nc1cccc(Cl)c1)c1cccnc1 (stereo unspecified)
39	-5%	0%	?	?	-1	?	i	2%[59 µM]	11%	O=Cc1cn(CC(=O)N2CCCc3ccccc32)c2ccccc12
40	-2%	2%	0%	12%	-8	-12%	9%	6%[0.501 µM]	12%	CCC(C)n1nnc2c(=O)oc3ccccc3c21 (stereo unspecified)
41	9%	2%	-3%	19%	3	-4%	1%	7%[12.7 µM]	7%	O=C(CSc1nc(C2CCCCC2)n(-c2ccccc2)n1)NCCN1C(=O)CSC1=O
42	0%	-7%	-3%	21%	-5	-11%	8%	20%	1%	COC(=O)c1c(NC(=O)CCl)sc(C(=O)N2CCOCC2)c1C
43	-13%	?	-4%	38%	-1	?	5%	17%	-22%	Cc1ccc(C)c(N2CCN(C(=O)c3ccc(Cl)c(NC4=NC5CS(=O)(=O)CC5S4)c3)CC2)c1 (stereo unspecified)
44	-17%	17%	-1%	-14%	-1	-28%	/	3.5µM*	-8%	CCc1ccc(NC(=O)C(C)n2nnc3sc(-c4ccccc4)cc3c2=O)cc1 (stereo unspecified)
45	5%	4%	8%	-3%	2	?	8%	/	-1%	CC(C)(C)NC(=O)C(c1cccs1)N(Cc1ccc(F)cc1)C(=O)c1csnn1 (stereo unspecified)
46	/	-3%	4%	22%	1	-10%	-5%[11.5 µM]	5%[59 µM]	-8%	O=C(CCNS(=O)(=O)c1ccc(Br)s1)Nc1ccc(Cl)cc1
47	-7%	14%	1%	39%	51	-17%	i	22%	-1%	CCOC(=S)SCC(=O)Nc1nc(-c2ccc(Br)cc2)cs1
48	-1%	5%	-3%	46%[activator]	0	-6%	-7%	/	/	CCc1sc(C(=O)Nc2ccc(OC)c(S(=O)(=O)N3CCOCC3)c2)cc1C
49	-7%	-6%	-23%	8%	-2	-28%	-9%	/	-5%	COc1ccc2[nH]c(=O)c(CN(CC3CCCO3)C(=S)Nc3cccc(C)c3)cc2c1 (stereo unspecified)

Part of the list above, with tabs.
No.	canonical_smiles	ERG Ets-DNA blk	Pin1 inhibitor	GLS inh	HP1b binding inh	PI4K2A block	JMJD2A Tudor	Tb PGK inh	G9a block	BAZ2B block
48	CCc1sc(C(=O)Nc2ccc(OC)c(S(=O)(=O)N3CCOCC3)c2)cc1C	-1%	5%	-3%	46%[activator]	0	-6%	-7%	/	/
40	CCC(C)n1nnc2c(=O)oc3ccccc3c21 (stereo unspecified)	-2%	2%	0%	12%	-8	-12%	9%	6%[0.501 µM]	12%

From PubChem BioAssay

The order is random. Share with any hit: about 11%.
